KCC2 mod: KCC2 cotransporter modulators, thallium flux, primary screen, cell-based, HEK293 KCC2, FluoZin-2 fluorescence, MLSMR; AID 1456, 2008; 190,000 compounds, 2.2% hits; B-score of Tl+ flux slope (higher = more flux/activation; lower = inhibition) at 10 µM; KCC2 cells, thallium flux FluoZin-2 fluorescence;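 active means thallium flux slope and its plate-corrected score both differing from the plate sample mean at a set confidence after two filtering rounds, in either direction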;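 further: slope of fluorescence scaled to starting intensity during 10 to 20 s after thallium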
eIF4E 4G PPI: eIF4E–eIF4G protein interaction inhibitors, primary screen, biochemical, uHTS, TR-FRET, eIF4GI fragment | inhibition, % at 21.7 µM | Eukaryotic translation initiation factor 4E (Mus musculus) + Eukaryotic translation … | 220,000 compounds, 0.37% hits | TR-FRET eIF4E-eIF4GI(517-606) binding, 2 h;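 further: 0% = full FRET control wells and 100% = background wells lacking eIF4GI fragment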
KLK5 inh: human KLK5 protease inhibitors, primary screen, biochemical, 1536-well; recombinant hK5, fluorogenic AMC substrate cleavage; 210,000 compounds, 0.59% hits; inhibition, % at 5 µM; AID 873, 2007; Kallikrein-5 (Homo sapiens), Q9Y337;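 active means inhibition of 40% or more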;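 further: 0% = enzyme controls without compound and 100% = no-enzyme blanks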
thrombin 1536: human alpha-thrombin inhibitors, primary screen, counter-screen for coagulation protease inhibitor project, biochemical, 1536-well, fluorogenic AMC substrate. Prothrombin (Homo sapiens), P00734. Boc-VPR-AMC fluorogenic substrate cleavage. inhibition, % at 5 µM. 220,000 compounds, 0.26% hits;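 active means inhibition at or above 40%; inactive means inhibition below 40%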;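 further: 0% = enzyme with no compound and 100% = wells without enzyme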
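System: Human alpha-thrombin protein | Medium: pH 7.5 Tris (50 mM) with NaCl 150 mM, Tween 20 0.05% | Times: Enzyme reaction carried out at room temperature | Detection: AMC fluorescence, 355/460 nm | Evaluation: Percent inhibition scaled between no-compound controls and no-enzyme blanks | Benchmarks: Enzyme without compound as high, wells lacking enzyme as low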
Rad51 HR inh: human RAD51 strand exchange inhibitors, primary screen, biochemical, fluorescence; DNA repair protein RAD51 homolog 1 (Homo sapiens), Q06609; hRad51 DNA strand exchange, fluorescence dequenching; inhibition, % at 10 µM; 200,000 compounds, 0.085% hits; AID 1385, 2008;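 active means inhibition above 40% at the single screening dose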;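 further: 0% = DMSO control wells and 100% = blanks with heterologous ssDNA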
Target sequence (Q06609 whole entry, looked up): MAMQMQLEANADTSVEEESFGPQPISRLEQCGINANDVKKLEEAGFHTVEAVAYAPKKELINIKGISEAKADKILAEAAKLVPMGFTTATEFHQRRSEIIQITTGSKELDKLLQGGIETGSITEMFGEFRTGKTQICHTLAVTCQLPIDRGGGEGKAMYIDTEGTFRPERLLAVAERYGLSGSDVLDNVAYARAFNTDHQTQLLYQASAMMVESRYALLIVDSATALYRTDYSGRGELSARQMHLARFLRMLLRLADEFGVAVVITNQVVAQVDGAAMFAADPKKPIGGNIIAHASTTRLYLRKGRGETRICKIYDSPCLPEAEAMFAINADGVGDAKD
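material = hRad51 filaments on single-stranded DNA | reagent = Donor/quencher-labelled 47-bp dsDNA substrate | compound = 10 µM final, single point | schedule = strand-exchange reaction 15 min at room temperature | measured by = fluorescein emission 520 nm, excitation 485 nm | read-out basis = % inhibition versus plate control and blank means | benchmarks = plate controls and plate blanks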
14-3-3 Bad inh: inhibitors of 14-3-3 zeta/Bad binding, primary screen, biochemical, TR-FRET, bovine 14-3-3 zeta; AID 781, 2007; 220,000 compounds, 0.71% hits; inhibition, % at 21.7 µM; TR-FRET 14-3-3zeta/Dy647-pBad peptide displacement, 1 h;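 active means inhibition above about 70%, limit read from the data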;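 further: 0% = full 14-3-3 plus peptide FRET controls and 100% = background without 14-3-3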
Target sequence (P63103 whole entry, looked up): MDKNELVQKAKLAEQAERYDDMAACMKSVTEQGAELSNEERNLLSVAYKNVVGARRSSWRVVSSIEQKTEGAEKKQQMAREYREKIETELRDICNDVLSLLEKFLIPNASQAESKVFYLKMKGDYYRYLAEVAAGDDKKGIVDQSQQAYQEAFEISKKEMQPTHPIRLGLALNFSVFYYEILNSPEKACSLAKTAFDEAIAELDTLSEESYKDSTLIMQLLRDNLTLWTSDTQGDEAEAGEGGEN
Furin inh: human furin inhibitors, primary screen, biochemical, fluorescence intensity; P09958; purified furin, fluorogenic substrate cleavage; inhibition, % at 30 µM; 220,000 compounds, 0.061% hits; AID 463115, 2010; in the data active means inhibition above about 25%; further: inactives centre near -15
NCF1 inh: p47phox/p22phox peptide binding inhibitors, primary screen, biochemical, uHTS, NADPH oxidase regulatory subunit. Neutrophil cytosol factor 1 (Homo sapiens), P14598. fluorescence polarization, 2 h. inhibition, % at 24.7 µM. 220,000 compounds, 0.53% hits. AID 1274, 2008;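 further: 0% = p47phox with labelled peptide and 100% = labelled peptide alone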
Target sequence (P14598 whole entry, looked up): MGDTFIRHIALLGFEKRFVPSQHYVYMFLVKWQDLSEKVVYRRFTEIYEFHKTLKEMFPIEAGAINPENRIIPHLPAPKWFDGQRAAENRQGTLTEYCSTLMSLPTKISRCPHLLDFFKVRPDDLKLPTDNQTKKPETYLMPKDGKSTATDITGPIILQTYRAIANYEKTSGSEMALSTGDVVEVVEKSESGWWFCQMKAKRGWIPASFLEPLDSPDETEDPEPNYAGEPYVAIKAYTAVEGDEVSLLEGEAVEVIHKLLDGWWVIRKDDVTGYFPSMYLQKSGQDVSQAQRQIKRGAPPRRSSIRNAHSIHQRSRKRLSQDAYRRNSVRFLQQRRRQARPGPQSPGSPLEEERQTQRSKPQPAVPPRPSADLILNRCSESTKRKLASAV
EBV gp42 block: Epstein-Barr virus gp42 inhibitors, primary screen, biochemical, uHTS, fluorescence polarization. Glycoprotein 42 (Epstein-Barr virus (strain AG876)), Q1HVG2. Fluorescence polarization binding assay, mP read-out. inhibition, % (tested at 21.74 µM). 220,000 compounds, 0.42% hits; in the data active means inhibition above about 50%
The depositor's hits bear a star; . = not tested or not shown; [ ] = another dose, or the depositor's remark.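 How the source made its calls, unless noted: active means inhibition above about 30% (limit read from the data); inactive means the rest.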 Some of the compounds tested. The share of hits here may be higher or lower than overall.

SMILES	KCC2 mod	eIF4E 4G PPI	KLK5 inh	thrombin 1536	Rad51 HR inh	14-3-3 Bad inh	Furin inh	NCF1 inh	EBV gp42 block
O=c1c2ccccc2nc(C[n+]2ccccc2)n1-c1cccc(C(F)(F)F)c1	0.55	-1	-2	-9	-7	8	-20	3	8
COc1ccc(-n2c(O)c(/C(C)=N/N3CCCCCC3)c(=O)[nH]c2=O)cc1	0.76	4	2	0	10	-1	-11	-15	-12
COc1cccc(NP(=O)(Oc2ccc(Cl)cc2)Oc2ccc(Cl)cc2)c1	-0.052	15	-12	-2	-2	8[fluorescence artefact?]	-10	11	-2
Cc1ccc(-c2nc3ccccc3c(=O)n2-c2nccs2)cc1	-0.14	-2	6	5	3	7	-16[20 µM]	-4	-12
O=C1CN=C(c2cccs2)c2c(sc3c2CCCC3)N1	-2.1	8	-2	0	-2	21	-11	-4	-13
O=C(/C=C/c1ccc2c(c1)OCO2)c1c(O)n(CCC2=CCCCC2)c(=O)[nH]c1=O	-0.82	1	-1	-1	4	-4	-15	-49	-17
Cc1nc2ccccc2c(=O)n1-c1ccc(Br)cc1[N+](=O)[O-]	0.25	3	-1	-4	-1	5	-14	-9	-8
CCC(=NCCO)c1c(O)n(-c2ccccc2)c(=O)[nH]c1=O	.	5	-2	-9	-1	17	-21	3	-6
O=C(O)c1c[nH]c2ccc(S(=O)(=O)N(CCCl)CCCl)cc12	0.085	-3	5	0	-18	-8[fluorescence artefact?]	-6[20 µM]	-11	-10
O=C1NC(=O)C(=Cc2cc3c(cc2[N+](=O)[O-])OCO3)C(=O)N1	0.51	2	8	-4	22	-7	-14	-6	-19
COc1ccc(C(=O)Oc2cccc3cccnc23)cc1S(=O)(=O)N1CCOCC1	-0.52	0	5	-13	-8	-15	-10	-1	-17
COc1ccc(CCC(C)NCCc2ccccc2)cc1 (configuration not stated)	0.69	0[fluorescence artefact?]	4	-3	-7	0[fluorescence artefact?]	-21[20 µM]	-11	1
CC/C(=N\Nc1ccccc1)c1c(O)n(-c2ccc(OC)cc2)c(=O)[nH]c1=O	0.015	10	-11	-1	20	-4	-25	-10	-6
CC(C)N1C(=O)NC(=O)C2(Cc3cc([N+](=O)[O-])ccc3N(C)C2c2ccccc2)C1=O (configuration not stated)	0.093	0	-1	3	9	4	-8	-15	-3
CCCc1[nH]nc2c1C1(C(=O)N(CC(N)=O)c3ccccc31)C(C(=O)OC)=C(N)O2 (configuration not stated)	0.00067	-3	0	0	-2	3	-15	-14	-14
CC(C)CCOC(=O)c1c(N)n(CC2CCCO2)c2nc3ccccc3nc12 (configuration not stated)	-1.5	3	-110	-5	4	-17[fluorescence artefact?]	-45	-59	11
COc1ccc(CCC(=O)N2CCC3(CC2)OCCO3)cc1	1.5	-3	-12	-4	3	19	-15[20 µM]	-12	-1
Cc1ccsc1C(=O)C1CCCN(Cc2cnn(C)c2)C1 (configuration not stated)	.	0	.	2	.	-7	-44	-3	3
CCC(=NCc1ccc(F)cc1)c1c(O)n(C)c(=O)n(C)c1=O	0.32	-5[fluorescence artefact?]	-26	-10	-4	-3[fluorescence artefact?]	-23	-8	-7
CC(C)(C)NC(=O)C1CC2CCCCC2CN1 (configuration not stated)	0.47	4	3	-1	-6	-19	-23	-9	-12
Cc1ccc2c(c1)N(CCC(=O)N1CCC3(CC1)OCCO3)C(=O)C(C)O2 (configuration not stated)	0.15	5	-9	1	2	16[fluorescence artefact?]	-25	-10	-9
CCC(=NCCO)c1c(O)n(C2CCCCC2)c(=O)[nH]c1=O	.	-9	-21	-9	5	-3	-19	4	5
O=C(Nc1cccc(Cl)c1)c1c(O)c2c(n(Cc3ccccc3)c1=O)CCCC2	0.42	0	-9	-4	.	-6[fluorescence artefact?]	-25	-5	-2
O=c1[nH]c(=O)n(-c2cccc3ccccc23)c(O)c1C=NCCCn1ccnc1	0.61	-4	-6	-6	-1	0	-22[20 µM]	-1	-5
COC(=O)N1C(c2ccccc2)C1c1ccccc1 (configuration not stated)	-0.085	2	5	-7	0	-6	-28	-9	-13

The results go on.
SMILES	KCC2 mod	eIF4E 4G PPI	KLK5 inh	thrombin 1536	Rad51 HR inh	14-3-3 Bad inh	Furin inh	NCF1 inh	EBV gp42 block
Cn1c(O)c(/C=N/N2CCOCC2)c(=O)[nH]c1=S	0.28	-1	-2	-5	-5	-2	-9	-143	0
COc1ccc(OC)c2c1CCC1NCCOC21 (configuration not stated)	-1.1	0[fluorescence artefact?]	-11	-2	.	10	-24	-2	-9
C/C(=N\N1CCCCCC1)c1c(O)n(-c2ccccc2)c(=O)[nH]c1=O	-0.036	14	-18	-8	6	-12	-8	-7	-2
C=CCOC(=O)C1=C(C)OC(N)=C(C#N)[C@@]12C(=O)N(CC(N)=O)c1ccccc12	.	-2[fluorescence artefact?]	-13	5	4	-1	-18	-6	-13
COc1cc(N2CCOCC2)ccc1/C=C1\C(=O)NC(=O)N(Cc2ccc3c(c2)OCO3)C1=O	0.038	6	-31	-12	-57	-6	-3	-35	-24
O=C1NC(=O)C(=Cc2ccc(OCC(=O)N3CCOCC3)cc2)C(=O)N1	-0.014	6	-16	-4	-6	-9[fluorescence artefact?]	-12	-3	6
CCCC/C(C)=C/[C@@H](NP(=O)(c1ccccc1)c1ccccc1)c1ccccc1	-0.58	6[fluorescence artefact?]	4	3	-2	6	2	1	0
NNC(=O)CN1C(=O)CN=C(c2ccccc2)c2cc(Br)ccc21	0.26	22	27	33	-12	1	1	-3	0
O=C(N/N=C/c1c(O)n(CCc2ccccc2)c(=O)[nH]c1=O)c1ccccc1O	-1.5	1	-32	-7	.	-8	10	-39	-24
O=C(COc1ccccc1)N1CCN(CC(O)COc2ccccc2)CC1 (configuration not stated)	1.3	-4[fluorescence artefact?]	-17	-3	-5	26[fluorescence artefact?]	-10	1	-3
Cc1cccn2c(=O)c3c(nc12)N1CCCCCC1C1(C3)C(=O)N(C)C(=O)N(C)C1=O (configuration not stated)	0.65	8	-6	1	-6	0	-13	2	-13
O=c1[nH]c(=O)n(-c2ccc(Cl)cc2)c(O)c1C=Nc1ccc(S(=O)(=O)Nc2nccs2)cc1	0.56	17	2	-6	-8	-22	-13	-18	-13
CCN1CCN(S(=O)(=O)c2cnc(Cl)c(Br)c2)CC1	0.83	0	0	-8	5	5	-13	-2	-6
O=P(N[C@@H](c1ccccc1)[C@@H]1C[C@H]1CO)(c1ccccc1)c1ccccc1	0.062	0	-8	4	-10	-3	-13	-15	-14
CCOc1cc(C2C(C#N)=C(N)Oc3c2c(=O)oc2ccccc32)ccc1OC(=O)c1cccs1 (configuration not stated)	-0.1	-1[fluorescence artefact?]	1	-2	-1	-3	-13	-12	-11
O=C1C2CCCN2C(c2ccc(Cl)cc2)N1c1ccccn1 (configuration not stated)	.	-10[fluorescence artefact?]	-13	2	5	-8[fluorescence artefact?]	-15	-9	-1
CCCCC(C)C(OC(=O)CC(CC(=O)O)C(=O)O)C(CC(C)CC(O)CCCCC(O)CC(O)C(C)N)OC(=O)CC(CC(=O)O)C(=O)O (configuration not stated)	-1.4	-4	-2	1	5	-9	-10	-3	-2
C1CNC2NCCNC2N1 (configuration not stated)	.	7[fluorescence artefact?]	0	3	-1	-4	-12	-3	-10
O=C(CNC1CCCCC1)N1CCC2(CC1)OCCO2	0.19	3	-9	2	4	61	-12[20 µM]	-1	-10
Cc1ccc(-n2c(C)cc(/C=C3/C(=O)NC(=O)N(C)C3=O)c2C)cc1	-1.3	3	-27	2	-6	-1	-8	-26	-7
O=C(COc1ccccc1)c1cn(Cc2ccccc2)c2ccccc12	-0.57	3	-6	8	-21	-7[fluorescence artefact?]	-15	-169	-105
CCCCN1C(=O)NC(=O)/C(=C/c2cnc(SC)nc2)C1=O	0.036	6[fluorescence artefact?]	-6	2	-5	40[fluorescence artefact?]	-16[20 µM]	-12	11
COc1cc(C)c(-c2nc(CN3C[C@@H]4C[C@@H](C3)c3cccc(=O)n3C4)c(C)o2)cc1C	-0.59	0	.	-7	.	-6	-23	-5	-9
CC(=NCc1cccnc1)c1c(O)n(C2CCCCC2)c(=O)[nH]c1=O	.	5	-6	-6	0	-4	-24	-21	-5
Cn1c(O)c(C(=Nc2ccccc2)SCc2ccccc2Cl)c(=O)n(C)c1=O	-1.1	-4	-1	-5	13	3	-12	-12	-15

Fetched one by one from above (2):
SMILES	KCC2 mod	eIF4E 4G PPI	KLK5 inh	thrombin 1536	Rad51 HR inh	14-3-3 Bad inh	Furin inh	NCF1 inh	EBV gp42 block
CC(=NCc1cccnc1)c1c(O)n(C2CCCCC2)c(=O)[nH]c1=O	.	5	-6	-6	0	-4	-24	-21	-5
O=C1NC(=O)C(=Cc2ccc(OCC(=O)N3CCOCC3)cc2)C(=O)N1	-0.014	6	-16	-4	-6	-9[fluorescence artefact?]	-12	-3	6

Carrying on:
SMILES	KCC2 mod	eIF4E 4G PPI	KLK5 inh	thrombin 1536	Rad51 HR inh	14-3-3 Bad inh	Furin inh	NCF1 inh	EBV gp42 block
COc1cc(O)c(C(=O)O)c(-c2cc(O)c(O)cc2C)c1	-0.098	-16	1	3	6	3	-2	6	-10
CN1CCc2nc3sc(C(=O)NC4CC4)c(N)c3cc2C1	0.58	-7	-2	-9	-3	-9	-19	-8	8
CN(C(=O)CNC(=O)OCc1ccccc1)c1ccc(Br)cc1C(=O)c1ccccc1Cl	-1	3	-11	-4	12	14	0	-5	1
CC(C)(C)C(=O)c1cn(CC(=O)NCc2ccco2)c2ccccc12	.	3	16	-4	1	0	-21	-5	-18
C=Cn1ccnc1P(=S)(c1ccccc1)c1nccn1C=C	0.075	3	4	-3	-11	-1	-25	-5	-9
C=CCn1c(O)c(C(C)=Nc2cc(OC)ccc2OC)c(=O)[nH]c1=O	-0.055	7	-20	-7	10	-10	-6	-15	-10
Cn1c(O)c(C=NC2CC(C)(C)NC(C)(C)C2)c(=O)n(C)c1=O	1.6	1[fluorescence artefact?]	-6	0	0	0[fluorescence artefact?]	-16	-13	-9
CC1(C)N2CC3([N+](=O)[O-])CN1CC([N+](=O)[O-])(C2)C3	-0.11	-5	2	-1	11	-2	-6	-3	-4
COc1ccc(N/N=C/c2c(O)n(-c3cccc(C)c3)c(=O)[nH]c2=O)cc1	-0.014	1	6	0	-2	8	-20	-7	-14
C=CCN1C(=O)NC(=O)C(CCc2ccncc2)(CCc2ccncc2)C1=O	0.48	-1	1	10	18	-9	-43	-7	-18
COc1ccc(CN2CCN(Cc3ccccc3)CC2)c(OC)c1	5.4*	-2	-4	1	-1	39	-10	3	-16
CCN1CCN(C(=O)Cc2ccccc2OC)CC1	0.31	0	5	-3	8	0	-31	-12	-23
